# HIV peptide binding = cell-free HIV fusion peptide-binding blockers – biochemical, uHTS, fluorescence dequenching, primary screen (AID 1986). cell-free peptide binding, fluorescence dequenching, 30 min; higher % means a stronger effect. inhibition, % at 20 µM; hits with a dose series show IC50 in µM. 290,000 tested, 0.3% active; in the data active = inhibition mostly above about 52%, no sharp cut-off; inactive = mostly below about 76%; also: some results filed as inactive read as strong as hits
# AID2073 = inhibitors of Mint1-CaV2.2 protein interaction, biochemical, HTRF (AID 2073). inhibition, % at 20 µM; hits with a dose series show IC50 in µM. 290,000 tested, 0.19% active. HTRF protein-protein interaction, Mint1-CaV2.2; higher % means a stronger effect; in the data active = inhibition mostly above about 51%, no sharp cut-off; inconclusive = no clear call, values can overlap the other calls; inactive = mostly below about 53%; also: some results filed as inactive read as strong as hits
# NOD2 inhibition = inhibition of NOD2-driven NF-kB reporter – cell-based, luminescence, uHTS, HEK293 (AID 1566); one-dose inhibition, % at 4 µM; EC50 in µM for titrated hits; 290,000 tested, 0.63% active; HEK293 NOD2/NF-kB luciferase reporter, luminescence; higher % means a stronger effect; also: many of its hits are not listed in these tables
# NOD1 NF-kB reporter = NOD1 signaling inhibitors, primary screen, cell-based, luminescence, uHTS (AID 1578). NOD1-driven NF-kB luciferase reporter cells, luminescence; higher % means a stronger effect. inhibition, % at 4 µM, or EC50 in µM where a hit was titrated. 290,000 tested, 1% active; in the data active = inhibition mostly above about 36%, no sharp cut-off; inactive = mostly below about 34%;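 also: HEK-293T reporter cells stimulated with the NOD1 agonist gamma-tri-DAP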
# Yfh1-depleted yeast = enhancers of respiration in Yfh1-depleted yeast, dose response, Friedreich's ataxia, plus single-dose screen (AID 1465); S. cerevisiae Yfh1-off respiration, WST-1 reduction, 72 h; higher fold induction means a stronger effect; one-dose fold induction at 50 µM; EC50 in µM for titrated hits; 220,000 tested, 0.074% active;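 active = fold induction of absorbance versus untreated yeast above a set limit, then at least 30% activation at any dose in follow-up; inconclusive = repeats straddling the limit, or above it without dose testing; inactive = fold induction below the set limit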;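 also: activators that raise dye reduction in frataxin-depleted yeast; strong numbers were not always called active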
# KOR beta-arrestin-1 = KOR agonists, beta-arrestin recruitment, primary screen, cell-based, luminescence, uHTS (AID 1777); KOR beta-arrestin recruitment, luminescence; higher % means a stronger effect; activation, % at 10 µM, or EC50 in µM where a hit was titrated; 280,000 tested, 0.02% active; in the data active = activation above about 50%, passing the limit was not always enough; also: a part of the inactive calls stands beside numbers as strong as those of hits
# NS5 inhibitors = flavivirus cap methylation enzyme inhibition – biochemical, confirmation dose response, primary screen (AID 588689) | Dengue-2 NS5 methyltransferase capping enzyme assay, biochemical; higher % means a stronger effect | inhibition, % at 25 µM, or IC50 in µM where a hit was titrated | 340,000 tested, 0.3% active; in the data active = a potency from the dose series; inconclusive = inhibition above about 29% without an active follow-up result
# West Nile antiviral = West Nile virus antiviral activity, cell-based, CPE readout (AID 1621). 290,000 tested, 0.02% active. CPE inhibition, % at 10 µM; hits with a dose series show IC50 in µM. West Nile virus-infected cells, CPE inhibition; higher % means a stronger effect; in the data active = a potency from the dose series; inconclusive = CPE inhibition mostly from about 3.7% at the one dose, without a potency; inactive = the rest, 99 in 100 with CPE inhibition below about 2.2%; also: strong numbers were not always called active
# KOR beta-arrestin-2 = kappa opioid receptor blockers – cell-based, luminescence, uHTS (AID 1778); one-dose inhibition, % at 10 µM; IC50 in µM for titrated hits; 290,000 tested, 0.091% active; KOR beta-arrestin recruitment, luminescence, antagonist mode; higher % means a stronger effect; also: strong numbers were not always called active
# NS5 inhibitors pilot replicate = further read-out of NS5 inhibitors, marked with its call; inhibition, %; measured here: pilot screen replicate inhibition
# * = called active by the depositor; i = inactive; ? = inconclusive; · = not tested or not shown; [ ] = dose if it differs, or a comment. Rule as the data show it, unless noted: active = inhibition above about 50%; inactive = the rest.
SMILES,HIV peptide binding,AID2073,NOD2 inhibition,NOD1 NF-kB reporter,Yfh1-depleted yeast,KOR beta-arrestin-1,NS5 inhibitors,West Nile antiviral,KOR beta-arrestin-2,others
O=C(Cn1c(=O)c2sccc2n(Cc2ccc([N+](=O)[O-])cc2)c1=O)NCCc1ccccc1,-8.9%,-5%,-19%,-17%,i,-6.7%,1%,-0.8%,34%,
COc1cccc(OC)c1OCCCN1CCC(Cc2ccccc2)CC1,1.3%,-3%,-22%,-33%,·,-2.1%,0%,-1.9%,0%,
Cc1ccc(S(=O)(=O)Nc2ccc(N3CCOCC3)cc2)cc1[N+](=O)[O-],-3.0%,4%,10%,-23%,i,-4.1%,-10%,-0.6%,7%,
O=C(Nc1ccc(C(F)(F)F)cc1)c1ccc2ncsc2c1,0.1%,11%,-33%,-4%,·,-8.6%,-11%,-0.8%,-16%,
COc1ccc(-c2n[nH]c(=S)n2/N=C/c2cccn2C)cc1,-3.0%,-57%,-12%,2%,i,·,-9%,0.8%,6%,
Cc1cc(/C=N/NC(N)=S)c(C)n1-c1ccc(Cl)c(Cl)c1,6.4%,12%,-87%,-27%,i,2.0%,8%,-1.1%,-36%,
N#C/C(C(=O)N1CCCCC1)=C1/N=C(N)c2ccccc21,-0.2%,2%,-8%,-22%,i,5.2%,-5%,-0.1%,-12%,
O=C(/C=C/c1cccc(F)c1)Nc1cc(S(=O)(=O)N2CCOCC2)ccc1N1CCCC1,1.8%,26%,7%,-32%,i,6.1%,-5%,-0.6%,-16%,
CCCSc1nsc(NC(=O)C(c2ccccc2)c2ccccc2)n1,2.5%,2%,-23%,21%,i,-3.1%,-13%,0.8%,-1%,
Cc1cc2sc(C(=O)O)c(C)c2s1,3.1%,23%,2%,-35%,i,3.3%,·,0.4%,9%,
CCOC(=O)C(NC(=O)NCc1ccccc1)(OCC)C(F)(F)F (configuration not stated),1.7%,2%,11%,-15%,i,-4.4%,-7%,-0.4%,4%,
Clc1ccc(-c2csc(-c3cccnc3)n2)s1,-1.0%,8%,-10%,0%,i,9.0%,-5%,-0.2%,6%,
COc1cccc(CNc2ncc(-c3ccccc3)n2C)c1,-2.0%,7%,-32%,17%,·,-5.3%,-2%,-1.3%,-27%[20 µM],
Cc1nc2ccccc2c(C)c1C(=O)c1ccccc1,0.2%,8%,28%,17%,i,-7.7%,-5%,0.0%,-9%,
Cc1cc(C)c2oc(C(=O)N3CCN(Cc4ccccc4)CC3)cc(=O)c2c1,-2.5%,14%,14%,-3%,·,-1.1%,-4%,-0.7%,-33%,

# Some of these compounds in order of number of heavy atoms, falling:
SMILES,HIV peptide binding,AID2073,NOD2 inhibition,NOD1 NF-kB reporter,Yfh1-depleted yeast,KOR beta-arrestin-1,NS5 inhibitors,West Nile antiviral,KOR beta-arrestin-2,others
CCOC(=O)C(NC(=O)NCc1ccccc1)(OCC)C(F)(F)F (configuration not stated),1.7%,2%,11%,-15%,i,-4.4%,-7%,-0.4%,4%,
Cc1nc2ccccc2c(C)c1C(=O)c1ccccc1,0.2%,8%,28%,17%,i,-7.7%,-5%,0.0%,-9%,
Clc1ccc(-c2csc(-c3cccnc3)n2)s1,-1.0%,8%,-10%,0%,i,9.0%,-5%,-0.2%,6%,

# Next part:
SMILES,HIV peptide binding,AID2073,NOD2 inhibition,NOD1 NF-kB reporter,Yfh1-depleted yeast,KOR beta-arrestin-1,NS5 inhibitors,West Nile antiviral,KOR beta-arrestin-2,others
NS(=O)(=O)c1ccc(NC(=O)COc2ncnc3sccc23)cc1,0.9%,62%,24%,-10%,i,-0.3%,-2%,0.0%,2%,
Cc1nonc1C(=O)N/N=C/c1ccc(O)cc1O,2.6%,10%,40%,-5%,i,·,-12%,-0.6%,-26%[20 µM],
CC(C)(C)NC(=O)NC(=O)COC(=O)c1c(F)cccc1Cl,0.1%,-5%,-11%,-43%,i,-2.3%,-3%,0.4%,-10%,
Cc1ccc(S(=O)(=O)NCCC2(C(C)C)CCOC(C)(C)C2)cc1 (configuration not stated),1.4%,2%,9%,-8%,i,-1.2%,0%,-0.4%,-13%,
Cc1ccc(C(=O)Nc2onc(C)c2C#N)cc1,-1.4%,5%,-4%,-16%,i,-3.0%,-2%,-0.4%,-5%,
Cn1cccc1/C=N/NC(=O)CNc1cccc2ccccc12,0.3%,-8%,3%,-5%,i,4.7%,·,0.1%,-9%,
COC(=O)N/N=C(\CCC(=O)O)c1cccs1,-1.0%,3%,3%,3%,i,3.3%,-7%,-0.2%,2%,
Cc1ccc2oc(-c3cc(NC(=O)c4ncn[nH]4)ccc3O)nc2c1,1.2%,?,-26%,32%,i,-3.1%,0%,1.2%,-8%,
O=C(NC1CCCC1)C1CCC(CNS(=O)(=O)c2ccccc2)CC1 (configuration not stated),-0.8%,5%,4%,-7%,·,0.1%,4%,0.3%,-34%,
CC(Nn1cnnc1)c1cc(Cl)ccc1O (configuration not stated),0.8%,3%,0%,-20%,i,-2.2%,-1%,-0.2%,12%[20 µM],
CCOc1ccc(CN2CCN(Cc3cn(CC)nc3C)CC2CCO)cc1 (configuration not stated),-2.1%,-9%,-4%,-3%,i,·,·,-0.2%,14%,
C=CCn1c(SCC(=O)N2CCCCC2)nnc1-c1ccncc1,-1.2%,-4%,18%,-7%,i,-6.0%,3%,-0.4%,12%[20 µM],
O=C1COc2ccc(C(=O)c3ccccc3C(=O)NCc3ccco3)cc2N1,-1.1%,3%,-4%,-3%,i,-2.0%,-4%,1.2%,-1%,
O=C(O)CCNc1cc2ccccc2cc1C(=O)O,-1.2%,0%,-4%,11%,i,-3.3%,76%,0.5%,-9%,
O=C(O)C1C2C=CC(C2)C1C(=O)NC1CCS(=O)(=O)C1 (configuration not stated),-4.5%,8%,24%,10%,i,-4.0%,-5%,0.5%,48%,
O=C(NCc1ccc(F)cc1)C1CCN(S(=O)(=O)N2CCOCC2)CC1,0.4%,14%,21%,-31%,i,-4.2%,3%,0.6%,-7%,
COCCCNC(=S)NC1CC2CCC(C1)N2Cc1ccccc1 (configuration not stated),-0.5%,-1%,15%,-38%,i,·,-1%,-0.6%,-51%[20 µM],
COC(=O)C1=C(C)NC(C)=C(C(=O)OC)C1c1cn(-c2ccccc2)nc1-c1ccco1,-3.1%,36%,-18%,-59%,i,-1.2%,-8%,0.6%,-10%,NS5 inhibitors pilot replicate=-7.2
CC(C)C[C@H](NC(=O)c1[nH]cnc1C(=O)N[C@@H](C)c1ccccc1)C(=O)OC(C)(C)C,1.8%,12%,-12%,-10%,i,1.0%,-2%,-0.2%,-16%,
CC(=O)Nc1ccc(S(=O)(=O)NCc2ccc(C(=O)NCCN3CCCCCC3)cc2)cc1,-3.0%,29%,16%,-24%,i,1.4%,0%,-0.3%,29%,
O=C(/C=C/NCC(=O)c1ccccc1)c1ccc(Br)cc1,20%,36%,-32%,-27%,i,-4.5%,-14%,-0.2%,12%,
CN(C)CCN(C)Cc1c2ccccc2c(CN(C)CCN(C)C)c2ccccc12,81%,1%,20%,-5%,·,-2.1%,?,1.0%,-19%,
CC1c2nc3ccccc3n2C(CC(=O)NCc2ccccn2)C(=O)N1Cc1ccccc1 (configuration not stated),-0.9%,-6%,-1%,-14%,i,·,-10%,0.0%,·,
CC(=O)Cc1ccccc1OC(=O)c1ccco1,3.2%,5%,-5%,14%,i,-2.8%,1%,0.3%,1%,
CCOC(=O)CCCCC(=O)c1[nH]c(=O)[nH]c1CSc1nnc2c3ccccc3n(C(C)C)c2n1,0.0%,-3%,-18%,43%,i,2.4%,-4%,-0.7%,-2%,
N#CNC(N)=Nc1cccc(Cl)c1,1.0%,-2%,19%,3%,i,-3.0%,-8%,-0.3%,13%,
O=C(COc1ccccc1)NC1=NCCS1,-1.9%,-7%,-58%,3%,i,-3.5%,4%,0.4%,-24%,
O=C(CCl)Nc1ccc(N=Nc2ccccc2)cc1,-2.8%,-5%,-13%,107%*,i,-2.0%,-3%,-1.1%,-41%,
CC(/C=N/n1c(-c2ccco2)n[nH]c1=S)=C\c1ccccc1,6.5%,-16%,16%,-13%,i,-2.9%,2%,0.3%,25%,
Cc1ccc(NC(=O)c2ccn(C)n2)c(Br)c1,-3.6%,1%,-76%,39%,i,3.4%,-1%,-0.5%,-31%,
CC(=O)NCCCc1c[nH]c2ccc(Cl)cc12,8.1%,-9%,-4%,-42%,i,-6.1%,7%,0.2%,-42%,
Cc1cc(NC(=O)COC(=O)COc2cccc3c2OC(C)(C)C3)no1,-0.5%,-1%,13%,2%,i,-0.4%,-7%,0.3%,11%,
O=C(c1cc([N+](=O)[O-])cc([N+](=O)[O-])c1)N(c1ccccn1)c1ccccn1,3.0%,3%,-2%,-10%,i,-2.3%,-1%,-0.1%,30%,
CN(C(=S)Nc1ccc(F)cc1)C1(c2ccccc2Cl)CCCCC1=O (configuration not stated),16%,34%,3%,-5%,i,0.6%,-10%,0.6%,27%,
O=C(CCN1C(=O)/C(=C\c2ccc(F)cc2)SC1=S)Nc1ccc(O)cc1,-1.6%,35%,-11%,-11%,·,4.4%,2%,-0.8%,14%,
COCC(=O)Nc1ccccc1C(=O)NC(C)C,-3.2%,-4%,8%,2%,i,-4.1%,-2%,-0.5%,-10%,
Cc1cc(N/C=C\c2nnnn2-c2ccccc2)no1,-1.4%,-1%,-31%,3%,i,1.2%,-6%,-0.1%,-11%,
CC(=O)c1cc2c(cc1NC(=O)CCNC(=O)c1ccccc1Cl)OCO2,1.5%,2%,7%,-32%,i,5.1%,11%,0.0%,-21%,
Cc1ccc(-c2nnn(CC(=O)N3CCCCC3)n2)c(-n2cnnn2)c1,0.4%,15%,1%,-14%,i,-4.1%,-6%,0.1%,10%,
COc1cc(OC)c(NC2=NCCCCC2)cc1Cl,-1.1%,-8%,2%,-3%,i,-8.0%,-7%,-0.4%,-5%,
CN1CCc2c(sc(/N=C/c3ccco3)c2C(N)=O)C1,-1.2%,-1%,-4%,6%,i,4.0%,6%,-0.1%,14%,
CCOC(=O)COc1ccc2c(=O)cc(-c3ccccc3)oc2c1,0.2%,11%,0%,1%,i,2.7%,·,0.4%,11%,
CSc1ccccc1N1CCN(C(=O)Nc2ccc3c(c2)NC(=O)CO3)CC1,-2.2%,-19%,1%,12%,i,-0.9%,-7%,-0.9%,6%,NS5 inhibitors pilot replicate=2.0
CC(C)N1CCNCC1,-1.1%,6%,12%,-32%,i,-0.5%,0%,0.8%,6%[20 µM],
Cc1ccc(NC(=O)c2ccccc2O)cc1,2.5%,13%,-106%,-33%,i,-2.5%,4%,-0.2%,27%,
COCCCNc1nc2nonc2nc1N1C[C@H]2CC[C@H]1C2,-1.5%,20%,5%,-13%,i,·,-3%,-0.4%,-10%,
COc1ccc(C(=O)/C=C/c2ccc(OC)cc2OC)c(O)c1,-1.5%,7%,-44%,-7%,i,-1.9%,-3%,0.0%,-13%,
CC(=O)N1N=C(c2ccc(NS(C)(=O)=O)cc2)CC1c1ccc2nccnc2c1 (configuration not stated),0.3%,-4%,5%,-10%,i,·,2%,1.9%,-18%[20 µM],
O=C(OCc1nnc(-c2ccccc2)o1)c1cc2ccccc2cc1O,-0.8%,7%,-3%,-33%,i,5.3%,-3%,0.2%,-44%,
C#CCOC(=O)c1ccccc1C(=O)OCC#C,-3.9%,-6%,-13%,-22%,i,2.1%,-7%,-0.1%,-2%,

# Assay outcomes (PubChem BioAssay)

# Only part of the results is shown (hit frequency here may not be typical).
